# Compound activity: PubChem, several laboratories
# KKLEB cytotox: cytotoxicity in KKLEB CF airway cells, primary screen, cytotoxicity control for CF NF-kB inhibitor project, cell-based, uHTS, fluorescence assay plates. 360,000 tested, 0.36% active. activity change (cytotoxicity), % at 5 µM. KKLEB CF airway cells viability, ATPlite luminescence, overnight; hits give low values; cells stimulated with P. aeruginosa culture filtrate;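 active = corrected activity change at or below -50% at 5 µM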
# Shn3 3UTR inh: reduction of Shn3 3'UTR firefly luciferase signal, primary screen, Schnurri-3 inhibitor project, cell-based, Clone20 osteoblasts, set 2. Clone20 osteoblast Shn3 3'UTR firefly luciferase, 24 h. inhibition, % at 12.5 µM. 360,000 tested, 0.52% active. AID 588674, 2011;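 active = mean inhibition of at least 75% with every replicate also reaching 75%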;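 also: 0% = median of neutral control wells and 100% = pilot-screen positive control compound; some compounds past the cut are filed as inactive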
# MITF TRPM1 inh: inhibitors of MITF-dependent TRPM1 promoter reporter, primary screen, cell-based, SK-MEL-5, single point, luciferase | inhibition, % at 12.5 µM | 330,000 tested, 0.83% active | SK-MEL-5 TRPM1 promoter luciferase, 24 h;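 active = mean inhibition across replicates of 60% or more, whatever share of single replicates reaches that level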; also: values of inactives mirror those of a sister screen read the other way
# NR2E3 ag-1: NR2E3 agonists in two-hybrid cells, primary screen, cell-based, luminescence, CHO-S, Gal4-NCOR/VP16-NR2E3. luciferase. inhibition of corepressor binding, % at 3.98 µM. 360,000 tested, 0.35% active. AID 602229, 2012;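 active = inhibition above the mean of all tested compounds plus 3 SD, cut at about 70% in these data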;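 also: 0% = DMSO with NR2E3 transfected cells and 100% = cells lacking NR2E3 construct; higher means lower luciferase signal from less NR2E3 corepressor binding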
# Target sequence (Q9Y5X4 whole entry, looked up, the tested form may be a part): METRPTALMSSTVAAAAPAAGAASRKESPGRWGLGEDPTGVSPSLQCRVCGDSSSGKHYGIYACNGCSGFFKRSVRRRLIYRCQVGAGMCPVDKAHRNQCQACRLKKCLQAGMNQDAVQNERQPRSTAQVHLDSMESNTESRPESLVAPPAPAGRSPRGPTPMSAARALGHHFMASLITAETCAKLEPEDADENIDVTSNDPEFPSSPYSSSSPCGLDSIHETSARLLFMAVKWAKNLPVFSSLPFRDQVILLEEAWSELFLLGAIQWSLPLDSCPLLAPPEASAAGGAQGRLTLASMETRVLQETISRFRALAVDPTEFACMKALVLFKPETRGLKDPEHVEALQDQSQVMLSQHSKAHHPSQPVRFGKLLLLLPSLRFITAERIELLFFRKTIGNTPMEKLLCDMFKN
# Vif inh: HIV Vif self-association inhibitors, primary screen, imaging, HEK293T, single point; AID 602346, 2012; inhibition, % at 7.49 µM; 340,000 tested, 0.35% active; HEK293T cells, Vif self-association by quenched fluorescence, 24 h; in the data active = inhibition above about 50%, passing the limit was not always enough; also: some results filed as inactive read as strong as hits
# Peg3 prom inh: Peg3 promoter-driven luciferase inhibitors, primary screen, cell-based, HeLa, luciferase luminescence | HeLa PEG-Prom luciferase reporter, overnight | AID 588405, 2011 | inhibition, % at 20 µM | 360,000 tested, 1.7% active;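 active = inhibition of at least 50% at 20 µM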
# CaV13 FRET inh: Disruptors of the CACNA1D IQ motif to Ca2+-dependent inactivation inhibitor domain association, primary screening, Förster resonance energy transfer in intact living …; HEK cells, CFP/YFP FRET ICDI-IQ, plate reader, 10 min; percent FRET-ratio fall versus neutral wells; inhibition, % at 12.3 µM; 340,000 tested, 0.098% active; AID 743397;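 active = mean replicate inhibition of at least 30% and at least 1% of replicates passing that level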;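 also: 0% = median of the neutral control wells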
# NR2E3 ag-2: inhibitors of NR2E3-RetCOR corepressor binding, primary screen, NR2E3 agonist project, biochemical, TR-FRET, GST-NR2E3, biotin-RetCOR; Photoreceptor-specific nuclear receptor (Homo sapiens), Q9Y5X4; 1536-well; inhibition of corepressor binding, % at 4.78 µM; 320,000 tested, 0.12% active; AID 2300, 2010;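 active = percent inhibition above the cutoff of mean plus 3 SD of all tested compounds, set per screening campaign, cut at about 20% in these data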;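 also: 0% = DMSO wells and 100% = biotin wells as full block of FRET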
#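 Test system: GST-NR2E3 and biotin-RetCOR proteins | Quantity: 1.35 nM GST-tagged NR2E3 final | Medium: Tris pH 7.5 | Also added: 7 nM biotin-RetCOR | Dosing: Compound at 4.8 µM, single dose | Timing: 5 h at 4 °C | Detection: Time-resolved FRET | Read-out basis: Percent inhibition | Benchmarks: Biotin wells as high control, 0.6% DMSO wells as low control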
# HIF-2a inh: HIF-2a reporter inhibitors, primary screen, luminescence, 786-0 RCC cells. inhibition, % at 18.8 µM. 360,000 tested, 0.72% active. 786-0 RCC cells HIF-2a reporter, luciferase luminescence, overnight. AID 624352, 2012;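 active = inhibition of the luminescence signal of 40% or more relative to plate controls, in a single-dose primary screen at 18.75 µM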
# CF NFkB inh: inhibitors of PAF-induced NF-kB signaling, primary screen, cell-based, GFP fluorescence, uHTS; KKLEB NF-kB-GFP reporter, GFP fluorescence overnight; inhibition, % at 5 µM; 360,000 tested, 0.86% active;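 active = at least 50% inhibition at 5 µM, scaled per plate between neutral and stimulator controls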;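 also: PAF is a Pseudomonas aeruginosa culture filtrate used as stimulus; plate controls were PAF-stimulated DMSO wells for no effect and unstimulated DMSO wells for full effect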
# PDI turbidity: inhibitors of human PDI, primary screen, biochemical, turbidity, single point, plate reader; Protein disulfide-isomerase (Homo sapiens), P07237; inhibition, % at 10 µM; PDI insulin aggregation turbidity, A650, 90 min; 350,000 tested, 0.052% active;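 active = mean inhibition across replicates of 30% or more, whatever share of single replicates reach that level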;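 also: absorbance from insulin aggregation driven by PDI reduction with DTT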
# Target sequence (P07237 whole entry, looked up): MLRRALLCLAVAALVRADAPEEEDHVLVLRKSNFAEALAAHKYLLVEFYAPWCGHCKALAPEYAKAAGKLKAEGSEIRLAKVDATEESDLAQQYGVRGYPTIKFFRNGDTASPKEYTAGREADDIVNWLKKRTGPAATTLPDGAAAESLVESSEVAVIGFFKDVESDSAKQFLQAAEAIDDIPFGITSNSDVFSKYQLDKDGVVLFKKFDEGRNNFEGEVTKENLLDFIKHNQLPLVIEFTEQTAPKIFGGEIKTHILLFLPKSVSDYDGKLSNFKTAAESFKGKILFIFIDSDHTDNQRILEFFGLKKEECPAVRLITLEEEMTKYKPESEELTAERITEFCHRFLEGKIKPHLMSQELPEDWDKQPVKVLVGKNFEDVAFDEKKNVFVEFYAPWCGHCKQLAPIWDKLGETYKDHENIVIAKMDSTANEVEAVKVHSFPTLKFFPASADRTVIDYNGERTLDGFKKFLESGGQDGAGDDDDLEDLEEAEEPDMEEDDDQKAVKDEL
# Starred values were filed as active, the others as inactive; nt = no result given.
SMILES	KKLEB cytotox	Shn3 3UTR inh	MITF TRPM1 inh	NR2E3 ag-1	Vif inh	Peg3 prom inh	CaV13 FRET inh	NR2E3 ag-2	HIF-2a inh	CF NFkB inh	PDI turbidity
CC1=C(C(=O)N2CCOCC2)C(c2ccsc2)C2=C(CCCC2=O)N1 (configuration not stated)	4	10	0	2	2	15	-4	-2	10	-4	3
CCC(C)(C)NC(=O)c1sccc1Oc1ccc(F)cc1[N+](=O)[O-]	6	-6	-10	-19	-4	21	4	3	16	11	3
CN(C(=O)c1ccc(S(=O)(=O)NC2CCCC2)cc1)C1CCCCC1	17	-8	4	17	-3	19	-4	2	17	-11	4
N=c1c2ccccc2nc2n1CCCCCCC2	-4	-11	nt	-20	-8	6	-4	nt	3	-2	-1
N#CC1(c2ccccc2)CCN(S(=O)(=O)c2ccc(OC(F)(F)F)cc2)CC1	-2	5	-1	-10	nt	13	-5	2	18	8	0
COc1cc(/C(C)=N/NC(=O)CSc2nncn2C)ccc1OCc1ccccc1Cl	2	-24	2	-16	5	-15	-4	-1	6	4	1
COc1ccc(N/N=C(\C=N\O)C(=O)c2ccc(OC)cc2)cc1	-3	-13	7	-52	nt	22	-2	-2	-12	11	-3
CCCc1ccc(OCCNC(C)=O)cc1	16	-22	3	-11	0	-33	-9	0	-17	-5	4
Cc1c(C(=O)O)oc2c1/C(=N\O)CC(C)(C)C2	11	-33	-12	6	-12	0	-5	2	8	-12	2
c1ccc(Cn2c(-c3ccccc3)c[n+]3c2SCCC3)cc1	4	nt	11	-9	-2	8	3	1	19	-3	-1
CCOc1ccc2nc(NC(=O)CCn3cccc3)sc2c1	17	-4	nt	-45	10	-43	-6	7	-78	1	4
COc1ccccc1OCCCn1c(=O)oc2ccccc21	-3	0	-35	-29	-1	-47	-1	4	-85	-4	-7
COc1ccc(CCNC(=O)c2cc3c(=O)n4ccccc4nc3n(C3CCCCC3)c2=N)cc1OC	-1	8	6	-2	-4	34	-1	0	7	13	-16
Cn1c(=O)oc2cc(S(=O)(=O)Nc3ccc4c(c3)OCCO4)ccc21	7	25	6	19	-3	27	-4	2	18	6	7
O=C(Nc1ccccc1C(=O)O)c1ccc(Br)c(S(=O)(=O)NCc2ccccc2)c1	7	5	6	-31	-15	12	-14	-1	10	2	-4
COc1ccccc1N1CCN(C(=O)c2c(-c3c(Cl)cccc3Cl)noc2C)CC1	6	10	-7	1	2	22	0	-3	4	9	-3
O=C(O)Cc1ccc(NC(=O)c2ccc3c(c2)C(=O)N(Cc2ccccc2)C3=O)cc1	13	-3	nt	7	-16	11	-5	nt	0	-7	-3
Cn1nnnc1SCc1ccc([N+](=O)[O-])cc1	-5	16	9	-6	nt	8	-3	-5	11	0	0
COc1ccc(C(C)(C)C)cc1NC(=O)c1ccc2ncsc2c1	8	-8	6	-115	5	-51	-6	1	-72	18	6
COCCn1c(SC(C)C(=O)NC2CC2)nnc1-c1cccc(C)c1 (configuration not stated)	-6	1	-1	3	-15	5	-5	-4	-1	2	-3
Cc1ccc(S(=O)(=O)N(CC(=O)N/N=C/c2ccc(F)cc2)c2cccc3cccnc23)cc1	-17	4	7	7	-5	14	-7	1	-1	41	0
Cc1sc2ncnc(N3CCC(C(=O)N(CC(C)C)c4nc5ccccc5s4)CC3)c2c1C	8	24	6	-15	-4	3	-4	1	-9	-15	-3
Cc1ccc(NS(=O)(=O)c2ccc(C(=O)NCc3ccccn3)cc2)cc1	-1	2	4	-8	-4	8	-3	-2	2	14	1
CCN(C[C@H]1N[C@@](Cc2ccccc2)(C(=O)OC)[C@H]2C(=O)N(C)C(=O)[C@@H]12)C(=O)Nc1ccc(Cl)cc1	-8	-24	-6	-30	-4	6	-4	nt	-1	11	7
Cc1ccc(S(=O)(=O)NC(=NCc2ccccc2)c2ccc(F)cc2)cc1	-8	1	0	0	-7	51*	nt	3	26	14	-3
O=C(O)C(c1cccs1)C1(O)CCCCC1 (configuration not stated)	-3	-2	-6	-11	15	7	-5	nt	2	7	-2
O=C(COc1ccccc1Cl)NNC(=O)c1ccc2c(=O)n3c(nc2c1)CCC3	12	2	3	-1	19	0	-3	0	6	-17	-3
CCC(C)[C@H](N)c1nnc(SCC(=O)Nc2cccc(Cl)c2)o1 (some centres not stated)	-12	-4	2	-2	0	5	-4	1	10	-8	10
CCCC[C@H]1COCCS(=O)(=O)N1Cc1ccccc1F	-4	-8	7	4	-7	6	22	0	16	-3	9
Cc1ccc(/C=C2\SC(=S)N(CCCC(=O)NC3CCCC3)C2=O)cc1	8	34	76*	22	6	54*	nt	1	74*	14	-7
CCNc1nc2c(cnn2C)c(=O)[nH]1	9	8	-11	15	12	7	-6	nt	17	-20	1
COc1ccc2[nH]c3c(=O)n(CCCCC(=O)NCCN4CCCC4)c(=S)[nH]c3c2c1	-6	-24	-1	-9	4	10	-6	-3	5	-7	0
CCS(=O)(=O)N1CCN(S(=O)(=O)c2ccc3ccccc3c2)CC1	-4	12	5	-9	-6	13	-10	-1	25	7	-1
COc1cccc(NC(=O)C(OC(=O)c2cnc(C)cn2)c2ccccc2)c1 (configuration not stated)	-20	-12	-5	-18	21	-14	-6	3	-21	-3	-2
CCN(CC)CCNC(=O)C1c2ccccc2C(=O)N(CCOC)C1c1ccc(F)cc1 (configuration not stated)	-8	5	-1	-7	2	-4	-5	0	7	6	0
O=S(=O)(O)c1cccc(N=Nc2c(O)ccc3ccccc23)c1	13	-12	3	-13	1	14	-5	1	12	-5	-10
O=C(CNc1ccccc1Cl)N/N=C1\CCCc2ccccc21	5	21	nt	-4	-2	5	2	0	13	21	-5
CCCOc1ccc(-c2cn3ccccc3n2)cc1[N+](=O)[O-]	4	-7	-82	-86	10	-269	-6	1	-287	-25	-2
Cc1ccc(Cl)cc1N1CCN(C(=O)c2ccc3c(c2)CCN3S(C)(=O)=O)CC1	-2	12	2	14	3	21	-14	2	12	-1	-1
CC(=NC1CC1)C1=C(O)c2ccccc2C1=O	7	-86	-99	-99	-10	-162	-3	1	-244	-29	-2
Cc1ccccc1Nc1nc(N)nc(CSc2nnc3sc4ccccc4n23)n1	7	-14	20	-13	-6	9	-8	0	-1	-9	-4
O=S(=O)(c1ccc(Cl)cc1Cl)n1ccc2cccnc21	5	3	-7	25	-5	29	-2	6	20	0	-5
COc1ccc2oc(C(=O)OCC(=O)N3CC(C)OC(C)C3)c(C)c2c1 (configuration not stated)	1	20	10	-18	1	0	nt	2	-1	13	7
O=C(Nc1nnc(-c2ccccc2)s1)c1ccc(F)cc1	8	-50	-79	14	17	-120	-4	-2	-101	-19	6
CCCCN(C)CCNC(=S)Nc1ccc2nc(N3CCN(CC)CC3)cc(C)c2c1	-8	-9	6	3	-13	63*	-1	-1	16	-13	-1
COc1ccc(-c2cc(-c3cc(F)ccc3O)[nH]n2)cc1OC	16	-59	-107	-160	-3	-246	-8	0	-367	-32	-2
Cc1cc(F)ccc1S(=O)(=O)NCC(c1cccnc1)N1CCc2ccccc21 (configuration not stated)	-6	1	16	-24	-4	-2	-2	0	16	13	-7
COc1ccc(NC(=O)c2cc(F)cc(F)c2)cc1S(=O)(=O)N1CCCCC1	13	19	2	-15	-5	-4	-5	nt	4	4	-4
Cc1nnc(SCc2ccon2)n1-c1ccccc1	8	-5	-22	-16	1	15	nt	1	4	-9	17
CC(=O)OC(Cn1nc(C)cc1C)c1ccccc1 (configuration not stated)	2	-2	7	-7	25	-8	-2	0	12	5	-4

# The listing continues.
SMILES	KKLEB cytotox	Shn3 3UTR inh	MITF TRPM1 inh	NR2E3 ag-1	Vif inh	Peg3 prom inh	CaV13 FRET inh	NR2E3 ag-2	HIF-2a inh	CF NFkB inh	PDI turbidity
CCOC(=O)c1c(-c2ccc(C)o2)csc1N	-4	-15	6	-16	-3	-3	nt	0	15	8	0
Cc1ccc(CSc2nnc3ccc(-c4ccncc4)nn23)cc1	-4	nt	-2	-24	25	-19	-3	1	20	27	10
CCOc1ccccc1NC(=S)N1CCN(c2cccc(C)c2C)CC1	-5	21	3	-12	-4	27	-6	-1	31	5	1
CN(C)Cc1c(O)ccc2c(=O)c(-c3ccccc3Cl)c(C(F)(F)F)oc12	-4	8	6	6	2	9	-6	3	9	4	-2
Fc1ccc(C(c2nnnn2C2CCCCC2)N2CCCC2)cc1 (configuration not stated)	9	-2	8	-11	-24	-2	-6	-1	17	4	-13
COc1ccc(S(=O)(=O)NNC(=O)Cc2csc(C)n2)cc1[N+](=O)[O-]	4	-7	-1	10	-4	7	-2	-4	1	-1	2
COc1cc(OC)cc(C(=O)Nc2ccccc2-c2nnn(CC(=O)Nc3cc(C)on3)n2)c1	-7	-1	-1	-6	-6	71*	-4	0	7	17	-1
Cc1ccccc1-c1nnn(CC(=O)N(C)CC(=O)Nc2ccccc2C(F)(F)F)n1	6	1	3	20	-2	3	-6	-2	3	23	2
COC(=O)c1cc(NS(=O)(=O)c2ccc(N3CCCCCC3)c([N+](=O)[O-])c2)cc(C(=O)OC)c1	0	1	-1	5	-23	12	-5	0	14	9	3
COc1cccc(S(=O)(=O)NC2CCN(C#N)C2)c1 (configuration not stated)	11	-3	-10	16	-3	10	-4	2	-1	1	-4
COc1cc(OC)cc(C(=O)NCC(=O)NC(C)CCc2ccccc2)c1 (configuration not stated)	-2	12	26	-13	1	1	-7	2	8	-27	4
CCC[C@H]1CN(c2ccccc2)C(=O)[C@@H]1CC(=O)Nc1ccc(Br)cc1	4	-18	nt	-34	-4	13	-10	nt	3	-4	4
CCCc1nc(NC2CCCCC2)c(C#N)c2c1COC(C)(C)C2	-4	-10	3	1	0	12	-6	-5	21	19	-10
